# Source: PubChem BioAssay (National Center for Advancing Translational Sciences (NCATS))
# FEN1 inhibitor = qHTS Assay for the Inhibitors of Human Flap endonuclease 1 (FEN1); P39748; Recombinant FEN1 flap cleavage, fluorescence, 15 min; Potency, µM (series often up to 114 µM), for the others: at the highest dose activity change, negative = inhibition, most hits filed as inhibitors; hit rate 0.35% among 390,000; note: nearly all actives have a fitted effect of over 65% in size
# Target sequence (P39748 whole entry, looked up): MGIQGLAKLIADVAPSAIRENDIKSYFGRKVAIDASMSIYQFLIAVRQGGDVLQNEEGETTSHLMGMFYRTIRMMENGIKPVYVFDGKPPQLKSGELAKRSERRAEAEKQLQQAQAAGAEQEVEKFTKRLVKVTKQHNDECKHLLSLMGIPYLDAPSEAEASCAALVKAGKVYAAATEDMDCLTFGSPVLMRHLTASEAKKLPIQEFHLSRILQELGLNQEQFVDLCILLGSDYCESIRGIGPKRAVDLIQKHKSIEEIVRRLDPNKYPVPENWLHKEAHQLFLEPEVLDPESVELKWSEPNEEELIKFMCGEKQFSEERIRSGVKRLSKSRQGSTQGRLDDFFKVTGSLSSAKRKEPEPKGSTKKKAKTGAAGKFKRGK
#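 Concentration–response screening of FEN1 (10 nM): 15 min compound preincubation at room temperature, reaction started with 50 nM substrate and read at 0 and 15 min. Corrected, normalized data were fitted by a four-parameter Hill equation.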
# TDP1 block = qHTS Assay for Inhibitors of Tyrosyl-DNA Phosphodiesterase (TDP1); hit rate 0.28% among 350,000; Potency, µM (doses to about 130 µM), for the others: at the top dose activity change, negative = inhibition, usual class: inhibitors; Tyrosyl-DNA phosphodiesterase 1 (Homo sapiens), Q9NUW8; recombinant TDP1, AlphaScreen DNA substrate cleavage; note: nearly all actives have a fitted effect of over 40% in size
# Target sequence (Q9NUW8 whole entry, looked up): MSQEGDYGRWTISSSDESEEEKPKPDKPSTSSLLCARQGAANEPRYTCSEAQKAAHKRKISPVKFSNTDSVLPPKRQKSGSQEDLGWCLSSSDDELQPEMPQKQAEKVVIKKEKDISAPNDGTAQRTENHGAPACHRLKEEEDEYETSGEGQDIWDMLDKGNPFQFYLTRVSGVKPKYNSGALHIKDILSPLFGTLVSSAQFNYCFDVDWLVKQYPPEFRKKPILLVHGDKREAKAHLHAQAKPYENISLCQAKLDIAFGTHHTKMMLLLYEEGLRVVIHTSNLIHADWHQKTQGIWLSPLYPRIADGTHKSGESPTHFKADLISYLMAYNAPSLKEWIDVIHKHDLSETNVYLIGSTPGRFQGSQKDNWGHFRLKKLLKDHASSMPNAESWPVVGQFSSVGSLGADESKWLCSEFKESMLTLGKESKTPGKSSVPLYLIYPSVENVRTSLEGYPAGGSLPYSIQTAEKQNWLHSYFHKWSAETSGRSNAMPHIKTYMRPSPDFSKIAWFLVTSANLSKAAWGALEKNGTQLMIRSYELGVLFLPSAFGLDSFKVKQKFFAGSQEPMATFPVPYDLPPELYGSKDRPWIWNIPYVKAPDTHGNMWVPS
#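 Tdp1 1 nM final; 15 min RT w/ cpd; substrate 15 nM, 5 min; beads 10 ug/ml, 10 min; AlphaScreen read. Neg ctrl: no enzyme.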
# N370S GC mod = qHTS Assay for Inhibitors and Activators of N370S glucocerebrosidase as a Potential Chaperone Treatment of Gaucher Disease; Lysosomal acid glucosylceramidase (Homo sapiens), P04062; hit rate 0.092% among 330,000; Potency, µM (titrated, usually from 59.4 µM), without a hit: at the top dose activity change, negative = inhibition, actives largely listed as inhibitors; N370S GC spleen homogenate, 4MU-glucoside fluorescence;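 note: 0% = full enzyme activity and -100% = no enzyme basal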
# The depositor's hits bear a star; ? = inconclusive; · = no result given; [ ] = another dose, or the depositor's remark. Calls come from the whole dose curve; as a rule, active = well fitted curve in the direction sought with a large enough effect; inconclusive = small, poorly fitted or top-dose-only effect, or another doubt; inactive = no such curve, though single readings can be large; an effect the other way counts as inactive or inconclusive. Unless noted, % is set by controls: 0 for no effect and ±100 for the full control effect; potency is the fitted concentration of half-maximal effect.
# The line under a structure holds: FEN1 inhibitor	TDP1 block	N370S GC mod
> O=C(O)c1ccc(N/N=C/C2=C(N3CCOCC3)C(=C\c3ccccc3)/CC2)cc1
→ -20%	·	-15%
> Nc1nc(NCCO)nc(NC2CCCCC2)c1[N+](=O)[O-]
→ -11%	·	?
> Cc1nc2sc(C)c(C)c2c(=O)[nH]1
→ -15%	2%	-5%
> COc1ccc(-c2nnc(SCC(=O)Oc3cccc(C)c3C)o2)cc1
→ 1%	6%	·
> Cc1cccc(C(=O)NC2CCN(C(=O)N3CCOCC3)CC2)c1
→ -6%	2%	6%
> COc1ccccc1Nc1nc(-c2sc(NC(=O)c3ccco3)nc2C)cs1
→ 3%	9%	-1%
> CCCOc1ccc(/C=C2\SC(N)=NC2=O)cc1OC
→ 12%	·	-9%
> Cc1ccccc1/C=C/c1nc2ccccc2c(=O)n1Cc1ccccc1
→ 1%	0%	21%
> O=C(CCCc1ccccc1)Nc1ccnn1C1CCN(Cc2ccc(CO)o2)CC1
→ 1%	5%[56.1 µM]	-20%
> CC(=O)N(c1ccccc1)C(C)c1nc(C#N)c(C#N)nc1C (stereo unspecified)
→ -11%	4%	2%
> COc1cccc(CN(C)CC(=O)Nc2cccc(S(N)(=O)=O)c2)c1OC
→ -4%	5%	4%
> CC(C)N1C2OC(C3OC4C(O3)N(C(C)C)S(=O)(=O)N4C(C)C)OC2N(C(C)C)S1(=O)=O (stereo unspecified)
→ -1%	1%	7%
> Cn1c(N)c(C(=O)COC(=O)COc2ccc(Cl)cc2Cl)c(=O)n(C)c1=O
→ 15%	-2%	·
> Cc1ccc(S(=O)(=O)N(C)C)cc1NC(=O)CSc1nnnn1-c1ccc(O)cc1
→ -7%	6%	-13%
> COc1ccc2c(c1)OC1(O)COc3cc(OC)c(OC)cc3C1=C2 (stereo unspecified)
→ ·	10%[56.1 µM]	2%
> COc1cc2c(cc1OC)CN(C(=O)c1ccc(OC)c([N+](=O)[O-])c1)CC2
→ 4%	1%	22%
> CCCCCCNS(=O)(=O)c1nc2nc(C)cc(C)n2n1
→ -14%	2%	2%
> O=C(CS(=O)(=O)c1cccc2nsnc12)N1CCN(c2cccc(Cl)c2)CC1
→ -1%	5%	·
> O=C(NCc1ccc(F)cc1)c1cc2sccc2n1Cc1ccc(F)cc1
→ ·	2%	-1%
> CC(C)CN(CCNC(=O)CN1C(=O)COc2ccc(S(=O)(=O)N3CCOCC3)cc21)CC(C)C
→ -3%	1%	-6%

# Next section; the last five above are carried over.
# The line under a structure holds: FEN1 inhibitor	TDP1 block	N370S GC mod
> COc1cc2c(cc1OC)CN(C(=O)c1ccc(OC)c([N+](=O)[O-])c1)CC2
→ 4%	1%	22%
> CCCCCCNS(=O)(=O)c1nc2nc(C)cc(C)n2n1
→ -14%	2%	2%
> O=C(CS(=O)(=O)c1cccc2nsnc12)N1CCN(c2cccc(Cl)c2)CC1
→ -1%	5%	·
> O=C(NCc1ccc(F)cc1)c1cc2sccc2n1Cc1ccc(F)cc1
→ ·	2%	-1%
> CC(C)CN(CCNC(=O)CN1C(=O)COc2ccc(S(=O)(=O)N3CCOCC3)cc21)CC(C)C
→ -3%	1%	-6%
> CCOC(=O)c1ccc(NC(=O)NCc2cccnc2)cc1
→ -9%	0%	-2%
> CCN(CC)S(=O)(=O)c1ccc(/C=C/C(=O)Nc2ccccc2N2CCOCC2)cc1
→ -17%	3%	-8%
> CCNc1nc2c(c(=O)n(Cc3ccccc3)c(=O)n2C)n1Cc1ccccc1
→ -5%	3%	-3%
> COc1ccccc1Cn1c(CCCO)nc2ccccc21
→ 0%	7%	-17%
> O=C(c1ccco1)N(CCC(c1ccccc1)c1ccco1)Cc1ccc(F)cc1 (stereo unspecified)
→ -10%	1%	?
> O=C(NC1CCCCCC1)C1CCN(S(=O)(=O)c2c(Cl)cccc2Cl)CC1
→ 6%	1%[56.1 µM]	·
> O=c1cc(COc2ncnc3c(Cl)cc(Cl)cc23)nc2sccn12
→ 11%	6%	-1%
> O=C(Nc1ccc(F)c(Cl)c1)N1CCN(C(=O)c2nsc3ccccc23)CC1
→ -18%	0%	·
> Cc1ccccc1CNC(=O)CN(c1cccc([N+](=O)[O-])c1)S(C)(=O)=O
→ -6%	-3%	1%
> Cc1ccc(NC(=O)c2ccc(OC(=O)COc3ccc(Cl)cc3C)cc2)cc1
→ 2%	5%	-10%
> COc1cccc(CNS(=O)(=O)c2ccc3c(c2)N(C(C)=O)CCS3)c1
→ -2%	1%	13%
> CCCCCNC(=O)C(C#N)c1nc2ccccc2nc1N1CCCC1 (stereo unspecified)
→ -5%	5%	8%
> O=C(COc1ccccc1Cl)Nc1nc(-c2ccncc2)cs1
→ 7%	-7%	·
> CCCCOc1ccc(CNC(=O)C2CCCN(c3nnc(-n4c(C)ccc4C)s3)C2)cc1 (stereo unspecified)
→ -5%	5%	·
> Oc1ccc(N=Nc2ccccc2)o1
→ 2%	·	3%
> COc1ccc(NC(=O)c2ccc([N+](=O)[O-])cc2[N+](=O)[O-])c(OC)c1
→ 21%	5%	-7%
> COc1ccc(N2CCN(C(CNC(=O)c3ccc4c(c3)OCO4)c3cccnc3)CC2)cc1 (stereo unspecified)
→ -3%	4%	2%
> Cc1c(NS(=O)(=O)c2ccccc2F)c(=O)n(-c2ccccc2)n1C
→ 17%	0%	-3%
> OC(CNC1CCCC1)COc1ccc(-c2ccccc2)cc1 (stereo unspecified)
→ 2%	3%	-16%
> CCCOc1ccc(Br)cc1/C=N/O
→ -2%	-3%	4%
> O=C(Nc1ccc(S(=O)(=O)N2CCCC2)cc1)c1cc(=O)c2ccccc2o1
→ -17%	3%	-10%
> CCc1ccc(C(=O)C(C)OC(=O)c2nc3nc(C)cc(C)n3n2)cc1 (stereo unspecified)
→ -5%	0%	-8%
> O=c1c2ccccc2ncn1Cc1ccccc1
→ -12%	6%	14%
> CCNC(=S)N1CCc2cc(OC)c(OC)cc2C1COc1ccccc1OC (stereo unspecified)
→ -2%	7%	-1%
> COc1ccccc1/C=N/Nc1cc(N(C)C)nc(N(C)C)n1
→ -21%	5%	-4%
> CCCCNC(=O)N1CCc2[nH]c3ccccc3c2C1
→ -23%	·	1%
> Cc1ccc2oc(C(=O)Nc3nnc(CC(C)C)s3)c(C)c2c1
→ -8%	1%	2%
> O=C(CSc1nnc(CNC(=O)c2ccccc2F)o1)NCC1CCCO1 (stereo unspecified)
→ 0%	-7%	11%
> CN(C(=O)Cn1nnc(-c2cccnc2)n1)C1CCCCC1
→ 4%	·	-3%
> COc1ccccc1NC(=O)CCSc1nc(C)cs1
→ -1%	3%	0%
> CCn1c(CCNC(=O)c2ccc(Cl)cc2)n[nH]c1=S
→ 2%	-3%	7%
> O=C(CSc1nncn2c1cc1occc12)Nc1ccccc1C(F)(F)F
→ -8%	5%	·
> O=C(Nc1ccc(-c2nc3cc(Cl)ccc3c(=O)o2)cc1)c1ccco1
→ 9%	-4%	28%
> C=C(C)Cc1c(C)nc(-c2ccccc2)[nH]c1=O
→ -3%	6%	2%
> COc1ccc(/C=C2\CCCC3C2=NC(=S)NC3c2ccc(OC)cc2)cc1 (stereo unspecified)
→ -6%	6%	19%
> O=C(Cc1ncc(C(F)(F)F)cc1Cl)N1CCN(c2ccc(F)cc2)CC1
→ -13%	3%	-15%
> O=C(Cn1c(-c2cncs2)nc2ccccc21)NC1CCCC1
→ -13%	4%	-1%
> COc1ccccc1NC(=O)C1CCN(S(=O)(=O)c2ccc3c(c2)NC(=O)CO3)CC1
→ -1%	4%	-1%
> O=C(CCCCCCCCCCC(=O)NCc1cccnc1)NCc1cccnc1
→ 0%	1%	2%
> O=C1CN=C(Nc2ccccc2)N1Cc1cccs1
→ 13%	6%	-13%
> CCOC(=O)Cc1c(C)nc2c(-c3ccc(Cl)cc3)c(C)[nH]n2c1=O
→ 0%	5%	3%
> COc1cccc(C(C#N)N2CCCCC2)c1O (stereo unspecified)
→ -10%	7%	-1%
> COC(=O)CSC1=C(C#N)C(c2ccc(C)o2)CC(=O)N1 (stereo unspecified)
→ -13%	5%	-11%
> COc1ccc(C(C)=O)cc1CSc1ccccn1
→ 1%	-10%	10%
> O=C(NC(Cc1ccccc1)C(=O)O)/C(=C\c1ccc(Cl)cc1)NC(=O)c1ccccc1 (stereo unspecified)
→ 3%	2%	2%
> Cc1cc(NC(=O)c2ccc(S(=O)(=O)N3CCCC3)cc2)nc2c1c(=O)oc1ccccc12
→ -10%	3%	8%
> CCCCOc1ccc(S(=O)(=O)n2nc(C)c(S(=O)(=O)N3CCC(C)CC3)c2C)cc1
→ -2%	7%	·
> Cc1cccc(-c2nc(S(=O)(=O)c3ccccc3)c(N3CCN(c4ccccc4)CC3)o2)c1
→ 17%	1%	·
> CCc1ccc(-c2nc(CSCC(=O)NCCCN3CCCC3=O)c(C)o2)cc1
→ -13%	-3%	-12%
> C=CCn1c(C)c(C(C)=O)c(N2CCCC2)nc1=S
→ 25%	5%	1%[2.35 µM]
> Nc1nc(CCl)nc(Nc2ccc3ccccc3c2)n1
→ -5%	4%	-28%
> COc1cccc(C2/C(=C(\O)c3ccc4c(c3)OCO4)C(=O)C(=O)N2CCN(C)C)c1OC (stereo unspecified)
→ -2%	2%	-2%
> Cc1ccc(S(=O)(=O)N2CCC(C(=O)Nc3nnc(COc4ccccc4)s3)CC2)cc1
→ -6%	6%	1%
> O=C(NC1CCCC1)C(c1ccccc1)N(Cc1ccc(F)cc1)C(=O)c1csnn1 (stereo unspecified)
→ 2%	·	0%
> Cc1ccc(CNC(=O)c2cc(-c3ccc(Cl)cc3)on2)cc1
→ -1%	1%	·
> CN(C)C(=O)C12CCC(C)(c3nc4ccccc4nc31)C2(C)C (stereo unspecified)
→ -4%	-6%	28%
> Cc1ccc2[nH]c(O)c(N=NC(N)=S)c2c1
→ -20%	5%	-21%
> CCC(=O)N1CCc2cc(S(=O)(=O)NCCC(=O)NC(C)c3ccccc3)ccc21 (stereo unspecified)
→ 1%	0%	·
> CN1CCN(C(=O)CN2C(=O)NC(C)(c3ccc4ccccc4c3)C2=O)CC1 (stereo unspecified)
→ 11%	-1%	·
> Cc1cccc(OCC(=O)O/N=C(\N)Cc2cccs2)c1
→ -6%	·	4%

# Entries of single compounds, quoted from the list. Order of screens: FEN1 inhibitor	TDP1 block	N370S GC mod
# CCNc1nc2c(c(=O)n(Cc3ccccc3)c(=O)n2C)n1Cc1ccccc1 across the screens: -5%	3%	-3%
# Cc1ccc(S(=O)(=O)N2CCC(C(=O)Nc3nnc(COc4ccccc4)s3)CC2)cc1 across the screens: -6%	6%	1%

# Continued:
# The line under a structure holds: FEN1 inhibitor	TDP1 block	N370S GC mod
> Cn1nc(C(F)(F)F)cc1C(=O)Nc1ccc(Cl)cc1
→ 12%	0%	0%
> COc1ccc(CC(=O)NCC(c2ccc(OC)cc2)N(C)C)cc1 (stereo unspecified)
→ 20%	-3%	-8%
> COc1ccccc1NC(=O)CSCc1cc(=O)n2ccsc2n1
→ 2%	4%	-20%
> COCCNC(=O)/C(C#N)=C/c1ccc(-c2ccc(S(=O)(=O)N3CCOCC3)cc2)o1
→ 4%	5%	-16%
> COC(=O)c1cc2sc(C)cc2n1Cc1ccc(F)cc1Cl
→ 17%	-4%	·
> O=C1CC(C(=O)NCc2ccccc2)C2(CCCC2)O1 (stereo unspecified)
→ 8%	5%	-17%
> Cc1ccc(CSc2nnc(NC(=O)C3=COCCO3)s2)cc1
→ -15%	2%	·
> Oc1c(N=NC(=S)Nc2ccccc2F)c2ccccc2n1Cc1cccc(Cl)c1
→ -2%	9%	11%
> Cc1onc(NC(=O)c2ccc([N+](=O)[O-])o2)c1Br
→ -16%	-3%	-1%
> COc1ccc(-c2c(C)nn3c(N4CCC(C(=O)NCCN(C)C)CC4)cc(C)nc23)cc1OC
→ -18%	5%	-9%
> O=S(=O)(NC1CCCCC1)c1ccc(N2CCOCC2)nc1
→ 5%	3%	-12%
> CC(=O)c1sc(NCCOc2ccc(C)cc2)nc1C
→ -6%	0%	-16%
> COc1ccc(Cn2c(C3CC3)nc3ccc(NC(C)=O)cc3c2=O)cc1
→ 1%	8%	12%[2.35 µM]
> Cc1ccc(C(=O)OC(C)C(=O)NC2CCCCC2)cc1S(=O)(=O)N1CCCCC1 (stereo unspecified)
→ 12%	-9%[56.1 µM]	·
> Oc1ccc(NCc2cccc(OCc3ccc(F)cc3)c2)cc1
→ ?	8%	?
> CCOC(=O)c1cc2c(=O)n3ccccc3nc2n(Cc2ccco2)c1=NC(=O)c1ccc(Br)cc1
→ 35µM*	3%	·
> C=C1C[C@@]23CCC4[C@@](C)(CCC[C@@]4(C)C(=O)OC)C2CC[C@]1(OC(C)=O)C3 (stereo partly specified)
→ -16%	-2%	·
> NCCCCNS(=O)(=O)c1ccc2c(Cl)cccc2c1
→ ·	6%	-13%
> Cc1nc(C)c(C(=O)C2=C(O)C(=O)N(CCCn3ccnc3)C2c2ccccc2)s1 (stereo unspecified)
→ 2%	7%	-1%
> O=C(NCC(=O)N1CCCC1)c1ccccc1F
→ -3%	3%	4%
> CCOc1ccc(S(=O)(=O)N2CCCCC2)cc1NC(=O)C1=COCCO1
→ -7%	0%	?
